# Lmaj promast – Leishmania major promastigote growth inhibition | Leishmania major promastigotes, resazurin fluorescence viability | inhibition, % at 10 µM | actives 9% (n = 200,000);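 also: promastigotes grown with compound for 44 hours at 28 °C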
# Hsp70 activator – switches on Hsp70 transcription; HeLa Hsp70 promoter luciferase reporter, luminescence; scaled: vehicle 0, proteasome-inhibitor control 100%; activation, % at 10 µM; actives 0.04% (n = 200,000);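 active = activation above the mean across all tested compounds plus 3 SD, cutoff set per campaign, cut at about 5.5% in these data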;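 also: 100% = MG132 at 30 µM as the positive control and 0% = DMSO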
# TLR4-MyD88 BLA – TLR4-MyD88 interaction inhibition in cells; O00206+Q99836; actives 0.18% (n = 200,000); AID 861; HeLa CL3-4 TLR4/MyD88 BLA complementation, FRET ratio; inhibition, % at 8.4 µM; in the data active = inhibition above about 25%;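 also: 0% = vehicle and 100% = reference inhibitor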
# PMI activator – activators of human phosphomannose isomerase; purified human PMI, coupled resazurin fluorescence, 20 min; active compounds read high; 1 = vehicle control, 0 substrate-free wells; activation factor at 20 µM; AID 1214; actives 0.005% (n = 190,000);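 active = activation factor of 2 or more at 20 µM, relative to plate controls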
# Target sequence (P34949 whole entry, looked up): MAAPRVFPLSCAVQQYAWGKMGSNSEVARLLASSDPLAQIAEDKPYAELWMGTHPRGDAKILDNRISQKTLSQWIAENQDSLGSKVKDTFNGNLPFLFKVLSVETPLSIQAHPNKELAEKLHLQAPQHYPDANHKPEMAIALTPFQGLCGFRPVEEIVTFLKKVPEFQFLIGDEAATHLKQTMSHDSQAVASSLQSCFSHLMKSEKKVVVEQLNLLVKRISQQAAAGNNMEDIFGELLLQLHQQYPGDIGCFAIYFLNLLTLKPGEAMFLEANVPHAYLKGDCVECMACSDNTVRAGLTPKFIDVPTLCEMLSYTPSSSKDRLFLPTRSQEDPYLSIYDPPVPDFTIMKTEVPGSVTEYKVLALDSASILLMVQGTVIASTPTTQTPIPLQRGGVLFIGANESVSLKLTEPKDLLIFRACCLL
# PMI act satM6P – activators of human phosphomannose isomerase at near-saturating mannose 6-phosphate; activation factor at 20 µM; actives 0.34% (n = 190,000); coupled PMI enzyme assay, resazurin fluorescence, 20 min; active compounds read high; 1 = untreated enzyme, 0 = substrate-free blank;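 active = activation factor of 2 or more at 20 µM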
#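 Test system – human PMI in coupled enzyme assay · Timing – 20 min incubation at room temperature · Detection – Diaphorase-driven resazurin-to-resorufin fluorescence, excitation 544, emission 590 nm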
# RAM inhibit – blocks the yeast RAM network; S. cerevisiae dse1pr::URA3 reporter, 5-FOA growth OD615, 2 d; analog-sensitive cbk1-as2 kinase mutant strain; inhibition, % at 50 µM; AID 868; actives 1.8% (n = 190,000);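 active = inhibition above a set limit, 3 SD over mean compound inhibition, cut at about 8.4% in these data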;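 also: 0% = DMSO-only wells with no growth and 100% = 10 µM 1-NA-PP1 full growth; inhibition rescues growth on 5-FOA so higher OD means more RAM inhibition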
# Diaph inh CS – inhibits diaphorase or chemically oxidizes, flagging diaphorase assay artifacts | diaphorase resazurin-to-resorufin fluorescence, NADH, 16 min; bacterial (C. kluyveri) enzyme, not human | inhibition, % at 20 µM | actives 0.69% (n = 190,000) | AID 1217;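 active = primary screen inhibition at 20 µM above a set limit, cut at about 50% in these data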;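 also: plate controls were DMSO with full reaction for no effect and wells lacking NADH for full effect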
#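 Test system: bacterial diaphorase enzyme (C. kluyveri); Quantity: 0.14 U/mL diaphorase, enzyme working solution; Times: reaction incubation of 16 min at room temperature; Measured by: fluorescence of resorufin formed from resazurin, Ex 544/Em 590 nm; Benchmarks: positive control minus NADH, DMSO neutral control.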
# DTT redox prof – compounds producing H2O2 with reducing agent – biochemical, NIH compound library profiling, artefact control for MLSCN library redox annotation, primary screen | DTT-dependent redox cycling H2O2, phenol red/HRP absorbance; 100% = 100 µM peroxide control, 0% = buffer | activation, % at 10 µM | actives 0.03% (n = 200,000) | AID 878;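 active = activation of at least 50% relative to the plate's high and low controls in the primary single-dose screen; inactive = activation below 50%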;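 also: compound incubated with DTT at 0.8 mM final as the reducing agent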
# S1P3 antagonist – S1P3 (human) receptor antagonism; inhibition, % at 4.98 µM; CHO S1P3 NFAT-BLA reporter, FRET fluorescence, antagonist mode; actives 0.27% (n = 170,000);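 active = inhibition above the plate cutoff, the mean inhibition of test wells on that plate plus 3 SD, cut at about 28% in these data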;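 also: cells challenged with S1P at its EC80 of 0.8 µM; blue over green emission ratio from cleaved BLA substrate after 4 h stimulation; 0% = S1P-stimulated wells and 100% = unstimulated DMSO-only wells; some compounds past the cut are filed as inactive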
# Target sequence (Q99500 whole entry, looked up): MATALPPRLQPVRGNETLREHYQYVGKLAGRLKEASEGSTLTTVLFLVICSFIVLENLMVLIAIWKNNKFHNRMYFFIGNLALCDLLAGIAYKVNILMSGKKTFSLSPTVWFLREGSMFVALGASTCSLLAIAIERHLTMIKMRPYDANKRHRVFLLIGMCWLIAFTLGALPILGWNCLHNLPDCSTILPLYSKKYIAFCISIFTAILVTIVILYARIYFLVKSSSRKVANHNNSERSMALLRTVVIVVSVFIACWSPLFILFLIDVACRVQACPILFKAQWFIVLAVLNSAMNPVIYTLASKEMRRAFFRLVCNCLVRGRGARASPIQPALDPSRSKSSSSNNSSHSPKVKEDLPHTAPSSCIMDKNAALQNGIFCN
# Diaph act CS – activates diaphorase or chemically reduces, flagging diaphorase assay artifacts; AID 1229; activation factor at 20 µM; actives 0.005% (n = 190,000); Diaphorase/resazurin coupled assay, resorufin fluorescence, 16 min; active compounds read high; 1 = vehicle wells, 0 = NADH-free wells;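 active = diaphorase activity raised at least twofold by the compound at 20 µM; inactive = activation factor below 2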
#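 Test system: Clostridium kluyveri diaphorase, purified enzyme. Buffer or medium: 50 mM HEPES pH 7.4 buffer plus MgCl2 and Tween 20. Also added: 0.114 mM NADH and 0.1 mM resazurin, final amounts. Dosing: compound 20 µM once, DMSO 1%. Schedule: 16 min enzyme reaction, ambient temperature. Detection: fluorescence of resorufin, 544 nm excitation, 590 nm emission.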
# G6PDH counter – L. mesenteroides G6PDH inhibition counter-screen | Purified L. mesenteroides G6PDH, diaphorase/resazurin coupled fluorescence, 45 min | inhibition, % at 5 µM | actives 0.12% (n = 200,000) | AID 1020
# An asterisk follows results filed as active; / = no result given. Rule as the data show it, unless noted: active = inhibition above about 50%; inactive = the rest.
SMILES,Lmaj promast,Hsp70 activator,TLR4-MyD88 BLA,PMI activator,PMI act satM6P,RAM inhibit,Diaph inh CS,DTT redox prof,S1P3 antagonist,Diaph act CS,G6PDH counter
CCOc1cc2c(cc1OCC)C(C(=O)O)C(c1cc(OC)c(OC)c(OC)c1)N(C)C2=O (stereo not drawn),-3.8,0.5,4.0,1.2,1.4,2.7,1.8,-1.9,-1.2,1,1.8
CCCCOc1ccccc1Cn1c(=O)oc2ccccc21,8.9,-0.3,8.1,0.8,0.8,11.0*,23.9,10.5,16.9,0.8,4.9
Cc1cc(C)n(-c2ncnc3sc(C)c(C)c23)n1,-0.3,0.2,-2.1,0.9,0.9,-0.4,4.8,0.1,/,1,-9.7
COc1ccc(NC(=O)Cn2nc(C)c([N+](=O)[O-])c2C)cn1,-5.0,-0.1,1.8,1.1,1,1.4,7.1,-0.4,-0.6,0.9,3.1
COc1ccc(CNC(=O)C(c2ccncc2)N(C(=O)Cc2cccs2)c2cccc(C)c2)cc1 (stereo not drawn),1.5,-0.3,3.1,1,1,5.3,-4.7,-1.7,/,1,3.5
CCN(CC)c1ncnc2scc(C3COc4ccccc4O3)c12 (stereo not drawn),6.0,-0.1,3.9,0.9,1,2.5,8.1,2.1,/,0.9,2.2
O=S(=O)(Cc1ccccc1)c1ccccc1-c1nnc(-c2ccccc2)o1,4.3,0.3,12.0,0.9,0.9,1.3,-0.1,0.8,/,1,-25.2
CN(C)c1ccc(/C=C/c2cc[n+]([O-])cc2)cc1,-4.4,0.6,7.2,1.1,0.7,0.1,7.0,2.3,-10.1,0.9,5.8
CCCCN(C(=O)NC(=O)Nc1ccccc1C)S(C)(=O)=O,-4.5,-0.3,-8.0,1,1,2.9,7.4,2.3,39.0,0.9,0.9
COc1cc(/C=N/NC(=O)c2c(-c3ccccc3)noc2C)cc(OC)c1OC,-0.7,-0.4,-25.5,1,1,5.5,0.0,-0.9,0.0,1,-2.3
Cc1ccc(-c2nc3c(=O)n(C)c4ccccc4c3o2)cc1,62.6*,0.3,6.7,1.2,1.4,1.2,16.3,1.3,-5.1,0.8,3.2
Cc1cc(C)c(NC(=O)CS(=O)CC(=O)N2CCN(c3ccc(F)cc3)CC2)c(C)c1 (stereo not drawn),-8.3,-0.1,-3.2,0.9,1,3.7,15.7,-0.4,0.3,0.8,-1.4
COc1ccccc1NC(=O)Nc1ncccc1C,17.3,0.1,14.0,0.9,0.9,-0.2,15.5,1.9,24.5,0.8,4.6
O=C(/C(=C(/[O-])c1ccccc1)[n+]1ccccc1)c1ccc([N+](=O)[O-])cc1,-5.8,0.0,1.6,0.9,0.7,0.4,12.0,0.0,3.8,0.9,11.0
COc1ccc(N(CC(=O)Nc2ccc3c(c2)OCO3)S(=O)(=O)c2ccccc2)c(OC)c1,71.0*,-0.1,-5.4,0.9,0.9,4.7,16.1,-0.7,-1.7,0.8,6.4
CCNS(=O)(=O)c1cc(Br)ccc1OC,-10.8,-0.2,9.7,0.8,0.9,-0.8,11.5,4.1,20.4,0.9,13.6
O=C(NC1CCS(=O)(=O)C1)N1CCCCC1 (stereo not drawn),2.4,-0.3,-0.1,1,0.9,0.5,9.3,0.0,/,0.9,-1.7
Cc1ccc(Nc2nc(NCCCN3CCOCC3)nc(N)c2[N+](=O)[O-])cc1C,51.6*,-0.5,14.0,1.1,1.2,2.7,-1.1,0.5,2.4,1,-7.5
COc1ccccc1N(C(=O)CNC(=O)c1ccco1)C(C(=O)NC1CCCC1)c1ccncc1 (stereo not drawn),-3.2,-0.1,-7.0,1,0.9,0.0,0.9,-3.6,/,1,4.2
O=C(CC1C(=O)N(c2ccccc2)C(=S)N1c1ccccc1)c1ccccc1 (stereo not drawn),37.1,-0.3,-16.4,0.7,0.8,5.7,25.0,0.4,11.7,0.8,9.9
O=C(Cn1c(C(=O)NCC2CCCO2)cc2sccc21)c1ccccc1 (stereo not drawn),7.9,-0.3,5.0,0.9,0.9,0.7,18.8,4.3,24.8,0.8,-3.5
CC(C)N1CCN(Cc2ccncc2)CC1CCO (stereo not drawn),6.1,0.0,-1.7,0.9,1.1,0.6,6.9,-0.8,-10.1,0.9,7.8
CCC(C)NC(=S)N1CCN(C(c2ccccc2)c2ccccc2)CC1 (stereo not drawn),45.9,-0.2,-13.6,1.1,1.1,-0.7,10.0,0.5,-5.5,0.9,3.1
Cc1ccc(Nc2nnc(SCC(=O)Nc3cccnc3Cl)s2)cc1C,82.9*,-0.3,-11.7,0.8,0.8,4.1,28.9,-0.5,-9.2,0.7,-8.2
O=C(COc1ccc(/C=C\[N+](=O)[O-])cc1)N1CCOCC1,25.4,0.6,9.2,1,1,0.1,-4.1,-2.2,-11.7,1,4.2

# Some of the entries so far, with each value named.
CCCCN(C(=O)NC(=O)Nc1ccccc1C)S(C)(=O)=O
  Lmaj promast: -4.5
  Hsp70 activator: -0.3
  TLR4-MyD88 BLA: -8.0
  PMI activator: 1
  PMI act satM6P: 1
  RAM inhibit: 2.9
  Diaph inh CS: 7.4
  DTT redox prof: 2.3
  S1P3 antagonist: 39.0
  Diaph act CS: 0.9
  G6PDH counter: 0.9
COc1cc(/C=N/NC(=O)c2c(-c3ccccc3)noc2C)cc(OC)c1OC
  Lmaj promast: -0.7
  Hsp70 activator: -0.4
  TLR4-MyD88 BLA: -25.5
  PMI activator: 1
  PMI act satM6P: 1
  RAM inhibit: 5.5
  Diaph inh CS: 0.0
  DTT redox prof: -0.9
  S1P3 antagonist: 0.0
  Diaph act CS: 1
  G6PDH counter: -2.3
Cc1ccc(-c2nc3c(=O)n(C)c4ccccc4c3o2)cc1
  Lmaj promast: 62.6*
  Hsp70 activator: 0.3
  TLR4-MyD88 BLA: 6.7
  PMI activator: 1.2
  PMI act satM6P: 1.4
  RAM inhibit: 1.2
  Diaph inh CS: 16.3
  DTT redox prof: 1.3
  S1P3 antagonist: -5.1
  Diaph act CS: 0.8
  G6PDH counter: 3.2

# The main list resumes; the four compounds before the break are reprinted first.
SMILES,Lmaj promast,Hsp70 activator,TLR4-MyD88 BLA,PMI activator,PMI act satM6P,RAM inhibit,Diaph inh CS,DTT redox prof,S1P3 antagonist,Diaph act CS,G6PDH counter
CC(C)N1CCN(Cc2ccncc2)CC1CCO (stereo not drawn),6.1,0.0,-1.7,0.9,1.1,0.6,6.9,-0.8,-10.1,0.9,7.8
CCC(C)NC(=S)N1CCN(C(c2ccccc2)c2ccccc2)CC1 (stereo not drawn),45.9,-0.2,-13.6,1.1,1.1,-0.7,10.0,0.5,-5.5,0.9,3.1
Cc1ccc(Nc2nnc(SCC(=O)Nc3cccnc3Cl)s2)cc1C,82.9*,-0.3,-11.7,0.8,0.8,4.1,28.9,-0.5,-9.2,0.7,-8.2
O=C(COc1ccc(/C=C\[N+](=O)[O-])cc1)N1CCOCC1,25.4,0.6,9.2,1,1,0.1,-4.1,-2.2,-11.7,1,4.2
N/C(CN1CCCC1=O)=N\O,-5.0,-0.3,-1.7,1.1,1.1,2.7,6.7,1.9,-6.5,0.9,4.7
O=C(Nc1ccc(F)cc1)c1cn(-c2ccccc2)nc1-c1ccncc1,6.1,-0.2,0.1,1,1,2.1,6.9,1.9,/,0.9,6.7
CCc1ccccc1NC(=O)c1noc(C(C)C)c1[N+](=O)[O-],9.2,0.2,-4.6,1.2,1,-0.1,0.5,0.6,-18.1,1,4.2
COc1ccccc1OCCSc1nc2ccccc2c(=O)[nH]1,-1.7,-0.2,7.0,1,1,1.1,9.1,2.7,-59.8,0.9,6.4
O=C(c1ccccc1)c1nn(-c2ccc(Cl)cc2)cc1C(=O)c1cc2ccccc2oc1=O,39.6,-0.1,10.4,0.9,1,3.4,11.6,-0.4,/,0.9,-0.5
O=c1[nH]c(CN2CCOCC2)nc2scc(-c3ccccc3)c12,-8.9,-0.3,-16.5,0.9,0.9,-0.3,18.9,0.1,-15.4,0.8,0.8
CCNC(=O)NC(=O)COC(=O)c1cccc(NS(=O)(=O)/C=C/c2ccccc2)c1,-0.7,-0.3,2.1,0.9,1,5.7,15.9,-0.3,2.5,0.8,1.4
Cn1c(=O)oc2cc(S(=O)(=O)NCCC(=O)NCCc3ccc(Cl)cc3)ccc21,-6.6,-0.2,-6.5,0.8,0.9,5.2,19.7,0.2,9.3,0.8,-9.3
Cc1ccc(CN(Cc2ccco2)C(=S)Nc2ccccc2C)cc1,-0.7,-0.4,1.3,0.9,0.9,3.5,19.7,-2.5,2.7,0.8,0.1
CCOC(=O)CNc1nc(C#N)nc(N2CCOCC2)n1,12.6,0.2,-19.4,1.1,1,-0.5,7.2,-4.6,12.6,0.9,6.6
O=C(CN1CCc2ccccc21)NC(=O)NCc1ccccc1,-3.5,0.1,-6.2,1.4,1.3,0.4,-6.4,0.5,-12.2,1.1,7.9
Cc1ccccc1Nc1cc2ccccc2c(=O)[nH]1,52.7*,-0.1,-0.4,1.2,1.6,-0.4,28.9,0.9,-10.5,0.7,-31.3
CCC(=O)c1c(NC(C)C)cc(C)oc1=O,-5.6,0.4,17.8,1.1,1,1.0,5.1,0.0,-0.2,0.9,6.5
CCc1sc(C(=O)Nc2ccsc2C(=O)OC)cc1Br,/,/,/,1,1.1,/,-17.3,/,8.4,1.2,10.8
Oc1ccc(-c2cnns2)c(O)c1,-8.8,0.0,2.7,1,0.9,0.8,9.5,-0.7,-20.4,0.9,3.0
CCN(CC)C(=O)CN(c1ccc(C)cc1)S(=O)(=O)c1ccc(SC)cc1,8.7,-0.1,-5.2,0.9,1,4.0,10.8,-4.6,/,0.9,2.9
Cc1c(NC(=O)c2c(N)n(-c3ccccc3)c3nc4ccccc4nc23)c(=O)n(-c2ccccc2)n1C,30.2,-0.3,5.5,0.8,0.9,-0.7,21.3,0.5,-0.8,0.8,-9.7
O=C(Cc1ccccc1)N/N=C/c1ccccc1OCc1ccc(Cl)cc1,1.8,0.2,12.2,0.9,0.9,0.7,13.7,1.7,/,0.9,6.4
CC(C)C[C@H](NC(=O)Nc1cccc(C(F)(F)F)c1)C(=O)O,-0.9,-0.4,2.2,1.2,1.2,-0.6,3.9,-0.9,-21.9,1,4.0
O=C(/C=C/c1ccco1)N(c1ccccn1)c1ccccn1,-5.9,0.0,5.1,1.1,0.9,3.2,29.9,0.1,-13.9,0.7,0.4
